Compound activity (PubChem)
FLuc modulator: counter-screen for miR-21 project: firefly luciferase inhibitors or activators | P08659 | purified FLuc, Km substrates, luminescence inhibition | Potency, µM (top dose mostly 57.5 µM), inactives show at the top dose activity change, negative = inhibition, actives largely listed as inhibitors | 6.9% of 360,000 active | AID 588342;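 further: plate controls were vehicle for no effect and reference inhibitor for full effect; nearly all actives have a fitted effect of over 55% in size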
Target sequence (P08659 whole entry, looked up): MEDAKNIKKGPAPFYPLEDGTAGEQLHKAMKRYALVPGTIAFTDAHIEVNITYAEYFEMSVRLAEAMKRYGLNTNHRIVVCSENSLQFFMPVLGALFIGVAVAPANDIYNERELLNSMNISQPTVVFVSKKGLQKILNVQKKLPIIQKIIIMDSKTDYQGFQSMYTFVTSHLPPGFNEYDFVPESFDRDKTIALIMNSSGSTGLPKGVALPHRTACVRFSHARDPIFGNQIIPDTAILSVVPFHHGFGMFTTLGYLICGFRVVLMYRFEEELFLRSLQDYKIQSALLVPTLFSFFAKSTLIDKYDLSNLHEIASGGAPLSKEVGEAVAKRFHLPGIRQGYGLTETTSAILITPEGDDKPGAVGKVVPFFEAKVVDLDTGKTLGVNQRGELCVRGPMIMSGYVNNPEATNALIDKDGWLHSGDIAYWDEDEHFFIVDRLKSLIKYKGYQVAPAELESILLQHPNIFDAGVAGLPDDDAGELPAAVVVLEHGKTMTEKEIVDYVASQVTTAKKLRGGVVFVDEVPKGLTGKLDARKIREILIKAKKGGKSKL
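Purified P. pyralis luciferase (10nM final) with 10uM D-luciferin and 10uM ATP (Km levels) in 50mM Tris acetate pH 7.5, 10mM Mg acetate, 0.01% Tween-20, 0.05% BSA; qHTS 6-point titration, ~60 µM downward; luminescence read.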
RORg inh: blocks mouse ROR gamma transcriptional activity. P51450. Drosophila S2 Gal4-RORgamma UAS-luciferase reporter, 20 h. Potency, µM (highest dose often 53.6 µM), inactives show at the top dose activity change, negative = inhibition, usual class: inhibitors. 5.4% of 310,000 active. AID 2551; further: on the % scale 0 is the no-effect control and ±100 the full control effect; nearly all actives have a fitted effect of over 60% in size
Target sequence (P51450 whole entry, looked up, the tested form may be a part): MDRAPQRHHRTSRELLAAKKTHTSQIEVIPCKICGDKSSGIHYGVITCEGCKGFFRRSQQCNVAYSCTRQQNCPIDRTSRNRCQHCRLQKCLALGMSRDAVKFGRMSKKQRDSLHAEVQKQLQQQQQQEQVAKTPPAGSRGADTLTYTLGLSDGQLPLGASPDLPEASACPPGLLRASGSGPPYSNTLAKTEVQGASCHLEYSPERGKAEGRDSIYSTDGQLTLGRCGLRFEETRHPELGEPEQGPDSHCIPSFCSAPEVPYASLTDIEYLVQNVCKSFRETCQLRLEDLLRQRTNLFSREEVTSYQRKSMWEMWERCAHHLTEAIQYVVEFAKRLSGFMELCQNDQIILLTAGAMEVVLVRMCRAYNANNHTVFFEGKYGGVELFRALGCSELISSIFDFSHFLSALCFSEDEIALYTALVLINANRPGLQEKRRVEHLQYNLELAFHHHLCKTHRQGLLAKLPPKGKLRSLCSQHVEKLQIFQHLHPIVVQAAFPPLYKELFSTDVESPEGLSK
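Drosophila S2 cells stably expressing Gal4-DBD/mouse RORγ fusion under metallothionein promoter plus UAS-luciferase; compound 1 h, then 700 uM CuSO4 induction for 20 h at ambient temperature; inhibition read as reduced luminescence.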
BRCA1 expr up: increases BRCA1 expression. 1.1% of 380,000 active. MCF7-BRCA1-FFLuc reporter, luminescence, 48 h; response scale: scaled: vehicle 0%, 10 µM genistein 100%. Potency, µM (doses to about 46.1 µM), inactives show top-dose activation, actives largely listed as activators. AID 624202; further: nearly all actives have a fitted effect of over 80% in size; some results filed as inactive show a strong effect at the top dose
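MCF7-BRCA1-FFLuc cells, 2000/well in phenol-red-free MEM, attached 2 h then treated 48 h at 37 C. Luciferase luminescence read 15 min after reagent; normalized to genistein maximum activation (10microM) and DMSO, concentration-response fitted.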
MBNL1-CUG inh: blocks human MBNL1 binding to CUG repeat RNA | TR-FRET MBNL1-His/biotin-(CUG)12 binding, 665/545 ratio | Potency, µM (highest dose often 57.5 µM), without a hit: top-dose activity change, negative = inhibition, hits mostly inhibitors | 0.036% of 280,000 active | AID 2675; active means well fitted inhibition curve with a large enough effect in the signal ratio, with a control signal flat, not every such curve was filed as active; inconclusive means small, poorly fitted or top-dose-only effect, or effect the other way, or a change in a side signal; inactive means no such curve, though single readings can be large or run the other way; the % refers to the signal ratio; further: on the % scale 0 is the no-effect control and ±100 the full control effect
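MBNL1-His + Biotin-(CUG)12, cpd titration 92 nM–58 uM; Tb anti-His Ab 0.055 ng/ul, SA-XL665 5 nM (final); 60 min RT; ratiometric 665/545 nm, Ex 340 nm; normalized to buffer and full-complex controls.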
Gal4-VP16 FLuc: inhibits Gal4-VP16 luciferase reporter, ROR gamma counter-screen; 3.5% of 310,000 active; Drosophila S2 Gal4-VP16 UAS-luciferase, luminescence, 20 h; AID 2546; Potency, µM (highest dose often 53.6 µM), for inactives: top-dose activity, negative = inhibition, most hits filed as inhibitors;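 further: Gal4-VP16 expression switched on by copper sulfate through the metallothionein promoter; on the % scale 0 is the no-effect control and ±100 the full control effect; nearly all actives have a fitted effect of over 50% in size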
ELG1 genotoxic: inducers of genotoxicity in HEK293T ELG1-luciferase cells; HEK293T ELG1-luciferase reporter, luminescence, 16 h; Potency, µM (top dose mostly 46 µM), without a hit: at the top dose activity change, positive = activation, hits mostly activators; 1.3% of 330,000 active; further: % of control where 0% means no effect; nearly all actives have a fitted effect of over 60% in size
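Cells (2,000/well) expressing the ELG1-luciferase fusion are dosed by pin tool and kept 16 hr at 37 °C, 5% CO2. Signal comes from ONE-Glo luciferase reagent after 30 min at room temperature.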
NPC1 prom act: NPC1 promoter activation. Huh7 NPC1 promoter luciferase reporter, 24 h. Potency, µM (doses to about 9.22 µM), inactives show at the top dose activation, actives largely listed as activators. 2.4% of 320,000 active;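 further: % of control where 0% means no effect; nearly all actives have a fitted effect of over 60% in size; reporter is driven by a mutant NPC1 promoter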
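Luminescence from an NPC1 promoter-driven luciferase reporter in stably transfected Huh7 cells was measured after 24 h compound treatment at 37 °C, followed by 10 min ambient incubation with luciferase detection reagent.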
p53 reactivator: mutant p53 re-activation in reporter cells. H1299 p53-A138V BP100-luciferase reporter, luminescence, 24 h. Potency, µM (top dose mostly 92.2 µM), without a hit: at the highest dose activity change, positive = activation, actives largely listed as activators. 0.063% of 320,000 active; further: % of control where 0% means no effect; nearly all actives have a fitted effect of over 45% in size
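H1299 (p53-null), stable ts p53-A138V + BP100-Luc; 1000 cells/well, Opti-MEM/10% FBS; cpd 4 pt, 1:5; 24 h, 37 deg C, 5% CO2; detection reagent 10 min RT; luminescence.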
Rab9 prom act: activates the Rab9 promoter; Potency, µM (highest dose often 9.22 µM), for the others: top-dose activation, negative = inhibition, hits mostly activators; AID 485297; Huh7 Rab9 promoter-luciferase reporter, luminescence, 24 h; 2.8% of 320,000 active; further: % of control where 0% means no effect; nearly all actives have a fitted effect of over 60% in size
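Luminescence read-out: Huh7 cells stably expressing Rab9-luciferase, treated 24 h with compound at 37 °C, then lysed with luciferase reagent for 10 min at ambient before reading.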
uPA surface inh: inhibitors of cell surface uPA generation. 0.31% of 330,000 active. AID 540303. cell surface uPA generation assay, qHTS. Potency, µM (doses to about 38.3 µM), inactives show at the highest dose activity change, negative = inhibition, hits mostly inhibitors; active means well fitted inhibition curve with a large enough effect; inconclusive means small, poorly fitted or top-dose-only effect; inactive means no such curve, though single readings can be large or run the other way; tested in mouse RAW 264.7 cells; further: on the % scale 0 is the no-effect control and ±100 the full control effect; nearly all actives have a fitted effect of over 55% in size
* = called active by the depositor; ? = inconclusive; · = not tested or not shown; & = joins results of further samples; [ ] = another dose, or the depositor's remark. Unless noted, the call rests on the fitted dose curve; in most records, active means well fitted curve in the direction sought with a large enough effect; inconclusive means small, poorly fitted or top-dose-only effect, or another doubt; inactive means no such curve, though single readings can be large; an effect the other way counts as inactive or inconclusive. Potency means the concentration at half of the fitted maximal effect.

SMILES	FLuc modulator	RORg inh	BRCA1 expr up	MBNL1-CUG inh	Gal4-VP16 FLuc	ELG1 genotoxic	NPC1 prom act	p53 reactivator	Rab9 prom act	uPA surface inh
Cc1cccc(N2CCN(C(=O)c3cc(=O)[nH]c4ccccc34)CC2)c1C	-1%	-33%	-20%	-3%	-16%	-9%	-3%	-3%	-7%	-1%
c1ccc(-c2ccc(C3CCCN3)cc2)cc1 (stereo unspecified)	?	-19%	31%	-2%	1%	11%	1%	3%	1%[1.84 µM]	8%
O=C(Cn1nnc2ccccc2c1=O)NCCc1ccc(F)cc1	3%	37%	·	·	0%	5%	-3%	10%	-1%	·
CCOc1ccc(N=C2NC(=O)C(CC(=O)Nc3ccc(OC)cc3)S2)cc1 (stereo unspecified)	1%	-7%	-12%	8%	19%	-1%	-1%	3%	-8%	8%
O=C(c1ccc(S(=O)(=O)NCC2CCCO2)cc1)N1CCN(c2ccccc2F)CC1 (stereo unspecified)	-1%	51%	2%	-9%	2%	-8%	-2%	-1%	-2%	-6%
CCOC(=O)c1cc(-c2cc3ccccc3o2)n[nH]1	19µM*	-11%	2%	-5%	-11%	1%	10%	2%	0%	5%
CCc1cccc2c3c([nH]c12)C(CC)(CC(=O)O)OCC3 (stereo unspecified)	?	32%&36%	-25%	-9%	-1%&-1%	0%	0%[46.1 µM]	1%	-6%[46.1 µM]	6%
CCc1ccc(S(=O)(=O)Nc2nnc(N)s2)cc1	-2%	-10%	-4%	-10%	-3%	0%	7%	·	0%	2%
COc1ccc(Cn2c(C)c(C)c(C#N)c2NC(=O)Nc2ccc(F)cc2)cc1	0%	-24%	0%	-4%	6%	2%	-3%	-2%	-1%	-6%
CNC(=O)C(=O)Nc1ccc(C)cc1C	-4%	13%	33%	2%	12%	1%	11%	17%	4%	6%
O=C(O)COc1ccccc1/C=N/NC(=O)c1cccc(S(=O)(=O)Nc2cccc(Cl)c2)c1	?	-1%	-5%	2%	10%	0%	-1%	0%	-1%	5%
O=C(N/N=C\c1ccc(Cl)s1)c1cccs1	17µM*	5.6µM*	19%	?	5.6µM*	-2%	25%	14%	?	7%
O=C(Nc1ccc(OCC(=O)N2CCOCC2)cc1)c1cc(F)c(F)cc1Cl	9.5µM*	?	30%	-4%	-23%	9%	11%	10%	12%	-9%
N#C/C(=C/c1ccccc1)C(=O)NCc1ccccc1	?	?	-8%	-5%	-26%	9%	-2%	-1%	-9%	-1%
Nc1c2c(nc3cccc(Cl)c13)N(c1ccccc1)CC2	-14%	26%	-42%	-2%	4%	3%	?	?	14%	6%
CSc1nnc(C)c(/C=C/Nc2ccc(F)cc2)n1	1%	-10%	-47%	?	10%	1%	-2%	-2%	-7%	-8%
CC(C)(C)n1nnnc1C(c1cc2cc3c(cc2[nH]c1=O)OCO3)N1CCN(c2ccccc2)CC1 (stereo unspecified)	2%	-6%	-36%	2%	-7%	-2%	0%	-13%	-4%	11%
COC(=O)c1cc(-c2ccccc2)nc2nc(SC)[nH]c(=O)c12	?	26%	2%	-3%	3%	-2%	0%	-1%	-4%	-2%
COc1ccc(C(Cl)=C(c2ccc(OC)cc2)c2ccc(OC)cc2)cc1	-1%	24%	-23%	0%	0%	3%	-5%	3%	-4%	-50%
CCc1nc(SCC(=O)Nc2sc(C)c(C)c2C(=O)OC)c2ccccc2n1	1%	-4%	·	-3%	-1%	-1%	-5%	-27%	-3%	·
COc1cc(C(CCN2CCCC2)c2c(OC)cc(OC)c3c(C)cc(=O)oc23)cc(OC)c1OC (stereo unspecified)	0%	-26%&-1%	-10%	-15%	1%&-10%	8%	-6%	-4%	-3%	5%
Cc1ccc(S(=O)(=O)N2C[C@@H]3CCCC[C@@H]3[C@@H](C)[C@H]2CC(=O)c2ccccc2)cc1	·	·	8%	·	·	0%	·	-3%	·	14%
O=C(NCCCn1ccnc1)/C(=C\c1cccnc1)NC(=O)c1cccc(Br)c1	9%	7%	-9%	10%	6%	-1%	0%	6%	-8%	4%
Cc1noc(C(=O)N2CCN(c3ccc(F)cc3)CC2)c1Cl	1%	32%	2%	10%	-1%	-1%	-1%	-3%	2%	8%
CCn1cc(/C=N\NC(=O)C2(C)CC2(Cl)Cl)c(C)n1 (stereo unspecified)	-6%	-16%	-1%	-23%	-5%	-3%	-2%	8%	1%	1%
O=C(CN1CCN(S(=O)(=O)c2ccc(Cl)cc2)CC1)Nc1ccc2c(c1)OCO2	0%	30%	4%	-7%	-8%	0%	2%	-2%	1%	-2%
CC(NC(=O)CNC(=O)c1ccccc1Br)c1cccs1 (stereo unspecified)	-2%	·	-7%	·	·	1%	-1%	-1%	-2%	0%
CN(C)CCCN(C(=O)c1sc2ccccc2c1Cl)c1nc2c(F)cccc2s1	-11%	5%	2%	-14%	-11%	-1%	-2%	-9%	-3%	1%
Cn1nnc2cc(C(=O)N3CCC(c4ccccc4)C3)ccc21 (stereo unspecified)	-5%	20%	40%	-2%	0%	?	2%	?	14%	0%
COc1ccc(CNCC(C)NCc2ccc(OC)c(OC)c2)cc1OC (stereo unspecified)	3%	19%	15%	-2%	-5%	0%	-1%	0%	-6%	5%
COC(=O)C(C)Sc1nc(NCc2ccccc2)nc(N(C)C)n1 (stereo unspecified)	-4%	22%	9%	3%	-15%	0%	-8%	-4%	9%	-6%
COCCNCC(=O)Nc1ccc(C)c(S(=O)(=O)N2CCCCC2)c1	3%	12%	1%	-2%	0%	-2%	-7%	-1%	1%	-4%
OC[C@@H](O)[C@@H](O)CO	0%	·	2%	·	·	-9%	-2%	13%	-3%	-2%
CCN(C(=O)CSc1nnc(-c2ccc(C)cc2)n1N)c1c(N)n(Cc2ccccc2)c(=O)[nH]c1=O	2%	·	-6%	·	·	2%	-3%	1%	1%	3%
CN(CC(=O)NC1CCCCCC1)S(=O)(=O)c1cnc[nH]1	1%	-1%	23%	-6%	-2%	2%	-1%	0%	-9%	2%
Cc1ccccc1C(=O)NC(=S)Nc1sc2c(c1C#N)CCCC2	19µM*	3.5µM*	48%	?	11µM*	0%	-2%	13%	-1%	-6%
c1ccc2c(CN3CCCCC3)csc2c1	-3%	1%	11%	-10%	-4%	2%	-1%	-3%	-2%	4%
COc1ccc(NC(=O)CCCN2C(=O)C(c3ccccc3)Oc3cccnc32)cc1OC (stereo unspecified)	-2%&-10%	44%	-14%&3%	3%	6%	-1%[9.26 µM]	?	7%	6%	-5%
COCCCn1c(=O)/c(=C\c2ccccc2OC(F)F)s/c1=C(/C#N)C(=O)NCCOC	0%	-11%	-8%	4%	0%	3%	-1%	6%	1%	-19%
CC1(OC(=O)C2CCCC2)C(=O)C=C2C=C(c3ccc(C#N)cc3)OC=C2C1=O (stereo unspecified)	·	10%	1%	·	7%	·	·	·	·	-18%
COc1cc(C2C(C#N)=C(N)N(N(C)C)C3=C2C(=O)CC(C)(C)C3)cc(OC)c1OC (stereo unspecified)	2%	15%	-11%	-4%	-1%	0%	-1%	-5%	-4%	0%

Entries above containing fluorine, in the order listed:
SMILES	FLuc modulator	RORg inh	BRCA1 expr up	MBNL1-CUG inh	Gal4-VP16 FLuc	ELG1 genotoxic	NPC1 prom act	p53 reactivator	Rab9 prom act	uPA surface inh
O=C(Cn1nnc2ccccc2c1=O)NCCc1ccc(F)cc1	3%	37%	·	·	0%	5%	-3%	10%	-1%	·
O=C(c1ccc(S(=O)(=O)NCC2CCCO2)cc1)N1CCN(c2ccccc2F)CC1 (stereo unspecified)	-1%	51%	2%	-9%	2%	-8%	-2%	-1%	-2%	-6%
COc1ccc(Cn2c(C)c(C)c(C#N)c2NC(=O)Nc2ccc(F)cc2)cc1	0%	-24%	0%	-4%	6%	2%	-3%	-2%	-1%	-6%
O=C(Nc1ccc(OCC(=O)N2CCOCC2)cc1)c1cc(F)c(F)cc1Cl	9.5µM*	?	30%	-4%	-23%	9%	11%	10%	12%	-9%
CSc1nnc(C)c(/C=C/Nc2ccc(F)cc2)n1	1%	-10%	-47%	?	10%	1%	-2%	-2%	-7%	-8%
Cc1noc(C(=O)N2CCN(c3ccc(F)cc3)CC2)c1Cl	1%	32%	2%	10%	-1%	-1%	-1%	-3%	2%	8%
CN(C)CCCN(C(=O)c1sc2ccccc2c1Cl)c1nc2c(F)cccc2s1	-11%	5%	2%	-14%	-11%	-1%	-2%	-9%	-3%	1%
COCCCn1c(=O)/c(=C\c2ccccc2OC(F)F)s/c1=C(/C#N)C(=O)NCCOC	0%	-11%	-8%	4%	0%	3%	-1%	6%	1%	-19%

Look-ups from the results shown:
Under NPC1 prom act, Cn1nnc2cc(C(=O)N3CCC(c4ccccc4)C3)ccc21 (stereo unspecified) shows 2%
Under uPA surface inh, CN(CC(=O)NC1CCCCCC1)S(=O)(=O)c1cnc[nH]1 shows 2%
